# Screening data deposited in PubChem BioAssay by National Center for Advancing Translational Sciences (NCATS).
# Abeta rescue: restores growth of yeast expressing A-beta42 peptide; AID 1347071; yeast expressing A-beta42, growth rescue, OD600, 48 h; response scale: 0% DMSO, 100% iron-clioquinol control; Potency, µM (doses to about 46.1 µM), inactives show at the highest dose growth rescue, actives largely listed as activators; 0.063% of 410,000 active; note: potency is the fitted concentration of half-maximal effect; nearly all actives have a fitted effect of over 55% in size
#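 Growth rescue measured by 600 nm absorbance after 48 h yeast culture at 30 C with compound. Values normalized between DMSO and an equimolar ferric chloride plus clioquinol control.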
# D3 antag: blocks the human D3 dopamine receptor; 2.5% of 360,000 active; AID 652054; D3R cells, DiscoveRx beta-arrestin luminescence, antagonist mode; active compounds read low; P35462; max response, negative = inhibition, %; in the data active = max response below about -50%; inconclusive = no clear call, values can overlap the other calls; note: % is set by controls: 0 for no effect and ±100 for the full control effect; mostly tested at two doses, the higher about 12 µM
#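 Cells plated overnight at 1500 cells/well, then exposed to library compounds with dopamine controls for 90 minutes at 37 degrees C. DiscoveRx reagent added for 30–60 minutes at room temperature; luminescence read, quantitative HTS format.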
# TDP43 rescue: inhibitors of TDP-43 toxicity in yeast. TDP-43 expressing yeast growth rescue, BacTiter-Glo, 24 h. Potency, µM (series often up to 46.1 µM), for inactives: at the highest dose growth rescue (activation), hits mostly activators. 1.8% of 410,000 active. AID 652104; note: potency is the fitted concentration of half-maximal effect; % of control where 0% means no effect; nearly all actives have a fitted effect of over 50% in size
#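 Cell-based yeast growth screen: TDP-43 expression induced in galactose, inoculum OD600=0.02 after raffinose pregrowth to mid-log. Read-out BacTiter-Glo luminescence at 24 hr, 30 deg C; inhibition of toxicity seen as signal increase.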
# FUS suppressor: rescues growth of FUS-expressing yeast | S. cerevisiae FUS-expressing, growth rescue, OD600, 24 h | Potency, µM (doses to about 76.6 µM), inactives show top-dose growth rescue (activation), usual class: activators | 0.24% of 390,000 active | AID 1347120;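 note: potency is the fitted concentration of half-maximal effect; plate controls were DMSO vehicle for no effect and reference control for full effect; nearly all actives have a fitted effect of over 55% in size; some results filed as inactive show a strong effect at the top dose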
#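 Quantitative HTS measuring growth restoration of FUS-toxic yeast. Galactose-induced cells (OD 0.005) were exposed 24hr at 30C to compounds at several concentrations, then absorbance at 600 nm was recorded.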
# aSyn yeast inh: inhibitors of alpha-synuclein toxicity in yeast | Potency, µM (doses to about 46.1 µM), inactives show at the highest dose growth rescue (activation), actives largely listed as activators | AID 652106 | Yeast expressing alpha-synuclein, growth rescue, BacTiter-Glo, 24 h | 0.14% of 370,000 active; note: potency is the fitted concentration of half-maximal effect; % of control where 0% means no effect; nearly all actives have a fitted effect of over 65% in size
#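 Readout is rescue of growth in alpha-synuclein-expressing yeast, so inhibitors of toxicity appear as activators. Growth after 24 hr at 30 deg C in galactose medium is quantified by luminescence.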
# GLP1R ag: activates the human GLP-1 receptor | P43220 | HEK293 GLP-1R CRE-luciferase, luminescence, 4-6 h; cells express a hypersensitive GLP-1R form | Potency, µM (doses to about 45.6 µM), without a hit: at the highest dose activation, hits mostly activators | 0.007% of 380,000 active | AID 624172; note: potency is the fitted concentration of half-maximal effect; % of control where 0% means no effect
# Target sequence (P43220 whole entry, looked up): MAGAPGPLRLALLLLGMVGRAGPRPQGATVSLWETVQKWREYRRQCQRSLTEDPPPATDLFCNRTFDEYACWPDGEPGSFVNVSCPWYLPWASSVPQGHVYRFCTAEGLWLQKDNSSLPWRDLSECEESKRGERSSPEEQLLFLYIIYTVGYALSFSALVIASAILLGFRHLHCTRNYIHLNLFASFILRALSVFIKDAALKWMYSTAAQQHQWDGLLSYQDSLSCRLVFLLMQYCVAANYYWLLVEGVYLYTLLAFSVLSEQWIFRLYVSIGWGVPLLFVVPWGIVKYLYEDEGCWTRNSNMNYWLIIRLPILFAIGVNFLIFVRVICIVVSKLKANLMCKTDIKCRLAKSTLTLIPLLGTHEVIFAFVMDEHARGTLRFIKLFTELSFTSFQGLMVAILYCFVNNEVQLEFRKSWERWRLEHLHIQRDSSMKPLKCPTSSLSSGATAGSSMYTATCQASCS
# GLP-1R inv ag: inverse agonists of human GLP-1 receptor | HEK293 GLP-1R CRE-luciferase, luminescence, 24 h; GLP-1R form is constitutively active | Potency, µM (series often up to 38.3 µM), inactives show at the highest dose activity change, negative = inhibition, usual class: inhibitors | 1.6% of 410,000 active | AID 624417; note: potency is the fitted concentration of half-maximal effect; % is set by controls: 0 for no effect and ±100 for the full control effect; nearly all actives have a fitted effect of over 55% in size
#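 Using stably transfected HEK293 (constitutively active GLP-1R, cAMP-luciferase reporter), compounds were incubated 24 hr and luciferase measured by luminescence.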
# Akt phos inh: inhibitors of Akt phosphorylation; activity change, % for hits at 50 µM; Neuro2A IGF-stimulated pAkt S473 HTRF, 20 min; active compounds read low; 0.32% of 360,000 active; in the data active = activity change below about -80%; inconclusive = mostly about -51% to -80%; note: % is set by controls: 0 for no effect and ±100 for the full control effect
#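 Single-point screen (50 µM final compound) in Neuro2A cells stimulated 20 min with 6 nM IGF at 37 deg C. After lysis, Ser473-phosphorylated Akt read by HTRF (ex 330 nm, em 615/665 nm) as the 665/615 ratio.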
# PTHR1 ag: activates the human parathyroid hormone receptor PTHR1; HEK293 GP2 PTHR1 cells, GloSensor cAMP luminescence, 1 h; 0.075% of 410,000 active; AID 743266; Potency, µM (doses to about 115 µM), for the others: at the highest dose activation, most hits filed as activators; note: potency is the fitted concentration of half-maximal effect; nearly all actives have a fitted effect of over 55% in size; some results filed as inactive show a strong effect at the top dose; inactives centre near -15; many of its hits are not listed in these tables
# Target sequence (Q03431 whole entry, looked up): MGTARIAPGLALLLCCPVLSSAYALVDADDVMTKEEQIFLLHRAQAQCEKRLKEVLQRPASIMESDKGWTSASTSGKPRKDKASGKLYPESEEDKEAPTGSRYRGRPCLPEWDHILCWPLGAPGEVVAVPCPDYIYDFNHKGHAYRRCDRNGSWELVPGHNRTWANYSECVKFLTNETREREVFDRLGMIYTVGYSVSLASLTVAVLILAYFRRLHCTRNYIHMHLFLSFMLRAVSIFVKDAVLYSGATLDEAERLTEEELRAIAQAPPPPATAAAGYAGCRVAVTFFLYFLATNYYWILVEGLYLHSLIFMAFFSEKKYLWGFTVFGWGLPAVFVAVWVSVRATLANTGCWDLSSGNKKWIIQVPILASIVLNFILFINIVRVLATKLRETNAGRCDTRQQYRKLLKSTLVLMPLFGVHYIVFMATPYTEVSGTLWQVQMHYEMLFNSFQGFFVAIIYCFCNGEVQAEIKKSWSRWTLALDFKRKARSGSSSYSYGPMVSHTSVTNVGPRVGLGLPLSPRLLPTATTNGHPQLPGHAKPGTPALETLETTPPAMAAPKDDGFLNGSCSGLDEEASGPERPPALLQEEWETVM
#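 HEK-293-derived GP2 cells expressing PTHR1 and a GloSensor cAMP reporter, 3,000/well, plated overnight, given luciferin plus IBMX (each 0.5 mM as added) for 1 h at 37 °C, then compound for 1 h at 37 °C. Luminescence was read after 15 min at room temperature.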
# * hit, by the source's call; i = inactive; u = inconclusive; x = no result given; [ ] = another dose, or the depositor's remark. Unless noted, calls come from the whole dose curve; as a rule, active = well fitted curve in the direction sought with a large enough effect; inconclusive = small, poorly fitted or top-dose-only effect, or another doubt; inactive = no such curve, though single readings can be large; an effect the other way counts as inactive or inconclusive. A portion of the library. The share of hits here may be higher or lower than overall.
# The first two entries (preview)
SMILES,Abeta rescue,D3 antag,TDP43 rescue,FUS suppressor,aSyn yeast inh,GLP1R ag,GLP-1R inv ag,Akt phos inh,PTHR1 ag
CCN1C(=O)c2ccccc2S(=O)c2ccc(C(=O)N3CCN(c4ccc(F)cc4)CC3)cc21 (stereo not given),-4%,x,2%,4%,x,0%,10%,x,-11%
O=C(CCC(=O)N1CCN(c2ccccc2F)CC1)c1ccc(Cl)s1,-21%,-6,u,26%,5%,-5%,u,i,-3%

# The list itself, previewed entries included:
SMILES,Abeta rescue,D3 antag,TDP43 rescue,FUS suppressor,aSyn yeast inh,GLP1R ag,GLP-1R inv ag,Akt phos inh,PTHR1 ag
CCN1C(=O)c2ccccc2S(=O)c2ccc(C(=O)N3CCN(c4ccc(F)cc4)CC3)cc21 (stereo not given),-4%,x,2%,4%,x,0%,10%,x,-11%
O=C(CCC(=O)N1CCN(c2ccccc2F)CC1)c1ccc(Cl)s1,-21%,-6,u,26%,5%,-5%,u,i,-3%
COC(=O)C1=C(C)N(C(C)C)C(=O)C1(NC(C)=O)C(F)(F)F (stereo not given),11%,12,-10%,8%,1%,-10%,-7%,i,i
Cc1oc2ccc(OCc3ccc(F)cc3)cc2c1C(=O)O,11%,-15,18%,8%,-1%,-2%,1%,i,1%
CCOc1ccc(C(C)=O)cc1N1C(=O)C2C3C=CC(O3)C2C1=O (stereo not given),-9%,u,-79%[inhibitor],15%,-65%[inhibitor],-23%,0%,i,-6%[57.5 µM]
COc1cc(NC(C)CCCN)c2nc(C)ccc2c1Oc1ccc(F)cc1 (stereo not given),-12%,-19,0%,43%,6%,-4%,u,i,-8%
CC1(C(=O)NS(=O)(=O)c2cccc(Cl)c2)CCN1C(=O)CCc1cccs1 (stereo not given),13%,4,10%,-15%,-1%,-3%,11%,i,i
COc1ccc(N2CCN(S(=O)(=O)CCNC(=O)Cc3ccc(OC)c(OC)c3)CC2)cc1,11%,x,20%,8%,x,x,-9%,x,i
COCCN(CCOC)S(=O)(=O)NC[C@H]1O[C@@H](n2cnc3c(N)ncnc32)[C@H](O)[C@@H]1O,-4%,-9,-1%,-12%,-1%,5%,-2%,i,-20%
COc1ccccc1C(=O)Nc1ccc(C(=O)OCc2cc(=O)n3nc(C4CC4)sc3n2)cc1,-16%,x,21%,-10%,x,x,-1%,x,-7%
CC1(C)CC(=O)c2cc(OCC(=O)N3CCN(c4ccccc4F)CC3)ccc2O1,-6%,16,0%,14%,17%,0%,-12%,i,u
CC(=O)Nc1c(Cl)n(C(C)=O)c2ccccc12,9%,-5,0%,-14%,-1%,-3%,6%,i,i
CC(C)C[C@H]1CNC(=S)N1C[C@H]1CCCN1C[C@H](Cc1ccccc1)N1C[C@H](Cc2ccc(O)cc2)N(CC2CCCCC2)C1=S,27%,21,-20%,u,-38%[inhibitor],-7%,u,i,-22%
COc1cccc(-c2c(C(=O)N/N=C/c3ccc(C)o3)nnn2-c2nonc2N)c1,10%,-13,-7%,16%,-1%,1%,-16%,i,-12%
COc1cc(/C=C/C(=O)OCC(=O)Nc2c(C)n(C)n(-c3ccccc3)c2=O)ccc1O,5%,6,-1%,-18%,-10%,-2%,14%,i,-18%
CCN1CCN(CCCNC(=O)C(=O)c2c(C)[nH]c3ccccc23)CC1,12%,12,4%,17%,10%,2%,4%,i,-14%
Cc1cc(C)c2cc(C#N)c(NCCNC(=S)NCCCN3CCOCC3)nc2c1,-15%,2,0%,-22%,-5%,-3%,u,i,-5%
COc1cc(OC)cc(OCC(O)Cn2cnc(-c3ccccc3)c2)c1 (stereo not given),6%,-11,-7%,4%,-6%,0%,-26%,i,-32%[inhibitor][57.5 µM]
COc1ccc(NC(=O)c2cn(CCC#N)nc2-c2cccs2)cc1,2%,1,20%,-36%,1%,4%,24%,i,-8%
COc1ccc(-c2c(-c3ccc(O)cc3O)n[nH]c2C(F)(F)F)cc1,17%,-12,-1%,5%,-1%,0%,u,i,-14%
Cc1ccnc(NS(=O)(=O)c2ccc(NC(=O)c3snnc3C)cc2)n1,-3%,5,-17%,6%,-15%,-3%,32%,i,i
CCOc1ccc(S(=O)(=O)N(CC(=O)Nc2ccc3c(c2)OCO3)c2ccccc2)cc1,1%,x,9%,25%,x,0%,7%,x,-16%
CC(=O)N1CCCc2cc(S(=O)(=O)N(C)CC(=O)Nc3ccc(C(C)C)cc3)ccc21,-6%,x,15%,29%,x,x,u,x,-35%[inhibitor]
COc1cc(C(=S)N2CCCC2)cc(OC)c1OS(=O)(=O)c1ccc(NC(C)=O)cc1,-15%,-15,-30%[inhibitor],32%,-2%,-5%,8%,i,-18%
O=C(CSc1nnc(COc2ccc(Cl)cc2)o1)N1CCCC1,-23%,12,11%,-25%,0%,1%,6%,i,-14%
CCOc1ccc(-c2nc(CSc3nnc(N)s3)cs2)cc1OC,19%,-1,21%,-15%,7%,7%,106%[activator],i,-21%
COC(=O)c1ccc(CN2CCN(CC(C)C)C(CCO)C2)cc1 (stereo not given),3%,-19,-5%,-17%,8%,2%,-19%,i,-7%
CNC(=O)CN1C(=O)CSc2nc(C)cc(C)c21,-10%,-9,3%,-19%,0%,8%,10%,i,20%
COc1ccc(Cl)c(S(=O)(=O)N2CCCC2)c1,-13%,0,-8%,x,0%,1%,0%,i,-3%
COC(=O)c1ccc(N2CCN(C)CC2)c(NC(=O)COc2ccc(OC)cc2)c1,5%,4,-9%,6%,6%,23%,u,i,u

# Individual results from above.
# `COc1cc(OC)cc(OCC(O)Cn2cnc(-c3ccccc3)c2)c1` (stereo not given) @ FUS suppressor = 4%
# `COc1ccc(NC(=O)c2cn(CCC#N)nc2-c2cccs2)cc1` @ PTHR1 ag = -8%
# `Cc1cc(C)c2cc(C#N)c(NCCNC(=S)NCCCN3CCOCC3)nc2c1` @ FUS suppressor = -22%

# An excerpt from above, showing only FUS suppressor, Abeta rescue and Akt phos inh.
mol,FUS suppressor,Abeta rescue,Akt phos inh
O=C(CSc1nnc(COc2ccc(Cl)cc2)o1)N1CCCC1,-25%,-23%,i
CCOc1ccc(-c2nc(CSc3nnc(N)s3)cs2)cc1OC,-15%,19%,i

# Later entries.
SMILES,Abeta rescue,D3 antag,TDP43 rescue,FUS suppressor,aSyn yeast inh,GLP1R ag,GLP-1R inv ag,Akt phos inh,PTHR1 ag
O=C(Nc1ccccc1SCC1CSc2nc3ccccc3c(=O)n21)c1ccccc1 (stereo not given),3%,-19,-7%,11%,-12%,-1%,-7%,i,i
CCCCn1c(N)c(N(C(=O)CSc2nncn2-c2ccccc2C)C2CCCC2)c(=O)[nH]c1=O,-6%,3,12%,u,11%[1.84 µM],-4%,5%,i,i
CCN(CC)C(=O)c1cccc(NC(=O)c2ccc3c(=O)n4c(nc3c2)CCC4)c1,-1%,7,1%,22%,2%,4%,52%[activator],i,-23%
CCOC(=O)Cn1nc(-c2ccc(Cl)cc2)ccc1=O,-21%,29,-11%,28%,-1%,0%,0%,i,i
O=C(CCSCCC(=O)NCCN1CCOCC1)NCCN1CCOCC1,-3%,-7,2%,11%,1%,-2%,3%,i,i
COc1ccc(CN2CCOCC2)cc1Br,4%,3,-10%,17%,-1%,-5%,-8%,i,i
CCOc1ccccc1NC(=O)c1ccc2nc[nH]c2c1,-6%,-12,-7%,6%,-4%,16%,1%,i,i
O=C(COC(=O)c1c[nH]c2ccccc12)Nc1cccc(F)c1,-13%,-16,-9%,20%,-1%[1.84 µM],-7%,u,i,-65%[inhibitor]
CCN1C(=O)C(CC(=O)Nc2ccccc2Cl)N(NC(=O)c2cccc(F)c2)C1=S (stereo not given),-17%,22,6.3µM*,x,15%,3%,u,i,i
COc1ccc(S(=O)(=O)N2CCN(CCc3ccccc3)CC2)cc1,-6%,-8,-8%,5%,-3%,-8%,-14%,i,-40%[inhibitor]
CN1C(=S)SC(/[N+]([O-])=C/c2ccc(Cl)cc2)C1(C)C (stereo not given),15%,-3,0%,-13%,-2%,6%,18%,i,i
CCOc1cc(S(=O)(=O)n2ccnc2)ccc1Cl,15%,1,4%,-5%,6%,-2%,7%,i,-5%
COc1cc(/C=N/n2c(-c3cc(C)[nH]n3)n[nH]c2=S)ccc1O,-2%,u,-12%,12%,0%,3%,18%,i,i
Cc1nnc(N2CCN(c3ccc(Cl)cc3)CC2)c2c1nnn2Cc1ccc(F)cc1,-9%,x,-6%,2%,x,x,32%,x,-43%
CN1CCN(CCCNC(=O)c2ccc(NC(=O)C3=CSCCO3)cc2)CC1,x,0,14%,7%,2%,-1%,1%,i,i
O=C(O)C1Cc2[nH]cnc2C(c2ccc(F)cc2)N1 (stereo not given),-17%,-17,-19%,-4%,-23%,1%,21%,i,-12%
COC(=O)c1ccc(NC(=O)Cn2c(=O)oc3ccccc32)cc1,-4%,x,0%,-2%,x,x,6%,x,i
CS(=O)(=O)c1ccc(CNC(=O)C2(C(F)(F)F)C/C(=C\Cc3ccccc3)CCCO2)cc1 (stereo not given),2%,2,28%,31%,3%,2%,6%,i,i
COc1ccccc1CNC(=O)c1cc(=O)c2ccccc2o1,-15%,-19,x,38%,-4%,-3%,25%,i,-7%
Cc1cccc(C(=O)NC2CC(C)(C)NC(C)(C)C2)c1,u,0,-2%,10%,1%,1%,-4%,i,-20%[57.5 µM]
CC1=CC=CN2CC(O)CN=C12 (stereo not given),-1%,0,4%,x,-9%,-1%,0%,i,i
CN(C)S(=O)(=O)n1cc(/C=C(\NC(=O)c2ccccc2)C(=O)NCCN2CCOCC2)c2ccccc21,2%,0,0%,15%,1%,0%,8%,i,u
CCOC(=O)C1CCN(C(=O)COc2ccc(C(=O)c3ccccc3)cc2)CC1,-9%,-7,-6%,21%,-10%,15%,u,i,-11%
Cc1ccc(S(=O)(=O)N2CCCCC2)cc1C(=O)NCc1ccc(S(N)(=O)=O)cc1,5%,2,12%,x,1%,-4%,-4%,i,i
C=CCn1c(O)c(N=NC(=S)Nc2cccc(C)c2)c2ccccc21,u,-22,11µM*,x,u,-27%,u,i,i
